Source: PubChem BioAssay
PKA-R1A act: activators of PKA-R1A holoenzyme, primary screen, biochemical, fluorescence polarization, Cy5-IP20, bovine R1A, mouse PKAc; PKA-R1A dissociation; scaled: DMSO 0%, 113 µM cGMP 100%; AID 504707, 2011; activation, % at 11.4 µM; hit rate 0.083% among 340,000;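 active = percent activation above the mean of all tested compounds plus 3 SD, cut at about 19% in these data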;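 note: higher means more PKAc released from R1A so a rise in polarization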
Mot1-301 SUMO: yeast Mot1-301 growth rescue at high temperature, primary screen, SUMOylation pathway inhibitor project, S. cerevisiae, ATP luminescence, 38.5C; S. cerevisiae Mot1-301 growth rescue; percent above DMSO median, 100 means doubled; growth rescue, % at 18.8 µM; hit rate 1% among 320,000;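 active = every valid replicate shows activation above 250% relative to neutral control wells; inactive = the rest, any valid replicate at or below 250%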;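 note: OY570 slx delta 5 strain wells were the positive control but not used for scaling; some compounds called inactive have numbers as strong as hits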
phage Ecoli inh: growth loss of phage-infected E. coli, primary screen, RecBCD inhibitor project, absorbance, with phage, HTS | inhibition, % at 11.9 µM | hit rate 0.26% among 360,000; in the data active = inhibition above about 11%
OPRM1-OPRD1 inv: inverse agonists of MOR-DOR heterodimerization, primary screen, cell-based, luminescence | cell-based MOR-DOR heterodimer luminescence, inverse agonism | inhibition, % at 9.3 µM | hit rate 0.21% among 340,000; in the data active = inhibition above about 22%, passing the limit was not always enough;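 note: 0% = cells with DMSO and 100% = wells without cells with DMSO; values of inactives mirror those of a sister screen read the other way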
Target sequence (P35372 whole entry, looked up): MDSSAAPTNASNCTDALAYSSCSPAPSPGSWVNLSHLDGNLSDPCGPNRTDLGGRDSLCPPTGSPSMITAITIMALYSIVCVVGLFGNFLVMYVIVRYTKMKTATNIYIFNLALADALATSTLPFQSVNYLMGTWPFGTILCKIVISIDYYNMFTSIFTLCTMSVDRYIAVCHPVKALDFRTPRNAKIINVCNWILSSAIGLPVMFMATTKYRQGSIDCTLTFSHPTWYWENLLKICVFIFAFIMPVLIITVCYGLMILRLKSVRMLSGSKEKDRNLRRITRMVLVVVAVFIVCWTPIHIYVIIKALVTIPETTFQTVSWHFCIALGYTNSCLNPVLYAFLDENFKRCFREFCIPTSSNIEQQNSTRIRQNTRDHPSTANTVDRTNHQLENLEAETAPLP
Target sequence (P41143 whole entry, looked up): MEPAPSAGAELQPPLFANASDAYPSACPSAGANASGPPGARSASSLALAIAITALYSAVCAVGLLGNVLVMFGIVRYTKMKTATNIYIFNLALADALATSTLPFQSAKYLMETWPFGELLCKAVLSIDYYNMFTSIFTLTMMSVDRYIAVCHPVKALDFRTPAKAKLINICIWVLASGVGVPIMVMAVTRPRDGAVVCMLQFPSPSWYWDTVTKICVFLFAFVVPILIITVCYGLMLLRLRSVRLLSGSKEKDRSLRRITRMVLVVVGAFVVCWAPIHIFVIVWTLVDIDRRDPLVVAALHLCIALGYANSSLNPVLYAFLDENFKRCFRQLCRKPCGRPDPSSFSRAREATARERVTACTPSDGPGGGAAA
OPRM1-OPRD1 ag: agonists of OPRM1-OPRD1 heterodimerization, primary screen, cell-based, luminescence. Mu-type opioid receptor (Homo sapiens) + Delta-type opioid receptor (Homo sapiens), …. cells. activation, % at 9.3 µM. hit rate 0.3% among 340,000. AID 504326, 2011; in the data active = activation above about 18%;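 note: 0% = vehicle-treated cells and 100% = reference agonist; values of inactives mirror those of a sister screen read the other way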
AddAB inh: growth inhibition of E. coli expressing H. pylori AddAB, primary screen, AddAB inhibitor project, absorbance; inhibition, % at 11.9 µM; hit rate 0.29% among 330,000; AID 435030, 2010; in the data active = inhibition above about 12%;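 note: 0% = vehicle wells of infected cells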
Tat transport: E. coli Tat export inhibitors, primary screen, MC4100, TorA-mCherry reporter, fluorescence, single point; hit rate 0.036% among 340,000; AID 488895, 2010; inhibition, % at 10 µM;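 active = mean replicate inhibition at least 50% and at least half of replicates individually reaching 50%; inconclusive = only one of the two criteria met; inactive = neither criterion met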;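 note: exported cargo escapes ClpAP degradation while cytoplasmic cargo is degraded and loses fluorescence; 0% = median of neutral control wells and 100% = median of NaSCN control wells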
HTR5A inv ag: HTR5A inverse agonists in luminescence cell assay, primary screen, counter-screen for OPRM1-OPRD1 heterodimer inverse agonist project, full-deck HTS. AID 504634, 2011. inhibition, % at 9.3 µM. HTR5A cell line, inverse agonism. hit rate 0.083% among 340,000; in the data active = inhibition mostly above about 23%, no sharp cut-off; inactive = mostly below about 18%;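 note: 0% = cells with DMSO and 100% = no-cell wells with DMSO; some compounds called inactive have numbers as strong as hits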
PKA-R2B act: activators of PKA-R2B holoenzyme, primary screen, biochemical, fluorescence polarization, Cy5-IP20, human | AID 504700, 2011 | cAMP-dependent protein kinase catalytic subunit beta (Homo sapiens) + cAMP-dependent … | hit rate 0.079% among 340,000 | PKA-R2B holoenzyme dissociation; R2B truncated from residue 108, S112A mutant; 0% DMSO only, 100% 113 µM cGMP | activation, % at 11.4 µM;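 active = activation above a cutoff set at the mean over all compounds plus 3 SD, cut at about 18% in these data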;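 note: higher means more holoenzyme dissociation and a rise in polarization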
E coli growth: E. coli V3065 growth inhibition, primary screen, counter-screen for AddAB inhibitor project, absorbance, OD600; 18 h; inhibition, % at 11.9 µM; hit rate 0.27% among 330,000;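 active = inhibition above the campaign's mean inhibition across all tested compounds plus 3 SD, cut at about 9.9% in these data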;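 note: uninfected addAB+ strain grown without phage in ampicillin broth; 0% = DMSO wells and 100% = ciprofloxacin 0.95 µg/ml wells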
PfHsp90 set2: growth inhibition of PfHsp90-expressing yeast, primary screen, antimalarial PfHsp90 inhibitor project, S. cerevisiae, BacTiter-Glo luminescence, single point, set 2 | BacTiter-Glo ATP, 48 h; yeast lacking PDR1 and PDR3 efflux regulators | inhibition, % at 9.4 µM | hit rate 0.32% among 310,000;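 active = every replicate shows inhibition above about 80%, whatever the replicate mean, limit read from the data; inconclusive = mean inhibition reaches the set limit but some replicate falls short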;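 note: 0% = DMSO neutral controls and 100% = 20 µM radicicol positive controls; yeast relying on Plasmodium falciparum Hsp90 in place of its own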
* = called active by the depositor; i = inactive; u = inconclusive; x = no result given; & = joins results of further samples. A portion of the library; count on the stated rates, not on these rows.

No. | molecule | PKA-R1A act | Mot1-301 SUMO | phage Ecoli inh | OPRM1-OPRD1 inv | OPRM1-OPRD1 ag | AddAB inh
1 | CC(=O)N1CC(=O)Nc2ccc(C)cc2C1c1ccccc1 (stereo unspecified) | -10 | -6 | 0.3 | 18 | -3.9 | 1.9
2 | NCCc1cc(O)c(O)cc1O | 0&-2 | x | 5.3&3.8 | -13&3 | 2.4&-0.6 | x
3 | O=c1cccc2n1CC1CC2CN(C(c2cccc(F)c2)c2sc3ncnn3c2O)C1 (stereo unspecified) | 0 | -2 | 3.3 | 10 | -1.8 | 0.2
4 | CCC(=O)c1ccc(OCC(=O)N2CCN(CC(=O)Nc3ccccc3C(F)(F)F)CC2)cc1 | -11 | 8 | 2.5 | -5 | 0.9 | -0.7
5 | CC(C)CN1CCN(Cc2c(F)cccc2Cl)CC1CCO (stereo unspecified) | 7 | 8 | 2.6 | 14 | -2.7 | 3.5
6 | O=c1[nH]c(=O)n(Cc2ccco2)c(O)c1C=NC1CC1 | 2 | -10 | 4.1 | -17 | 3.0 | 0.5
7 | Cc1ccsc1/C=C1\C(=O)NC(=S)N(C)C1=O | -2 | -12 | 0.5 | 16 | -3.1 | 1.0
8 | N#Cc1ccc(N2CCNCC2)c(F)c1 | 8 | x | 1.4 | 14 | -2.5 | 1.6
9 | CCN(CC)CCCN=C(C)c1c(O)n(-c2ccccc2)c(=O)[nH]c1=O | 1 | 3 | 2.7 | 5 | -0.9 | 0.6
10 | CC(=O)Nc1ccc(C(=O)C(Cc2ccccc2)N(C)C)cc1 (stereo unspecified) | 7 | 3 | 0.5 | 13 | -2.8 | 1.4
11 | Cn1cnc(CCN)c1 | -2 | -4 | 4.1 | 7 | -1.2 | -3.6
12 | COc1cc2c(cc1OC)C13CCN4CC5CCOC6CC(=O)N2C1C6C5CC43 (stereo unspecified) | -5 | x | 3.5 | 14 | -2.8 | x

No. | Tat transport | HTR5A inv ag | PKA-R2B act | E coli growth | PfHsp90 set2
1 | -8 | 11 | 5 | 2.4 | -44
2 | -25&-18 | 10&14 | 12&3 | x | -2&0
3 | 1 | 18 | 5 | -0.1 | -42
4 | -7 | -4 | 4 | 1.5 | -15
5 | -3 | -5 | 6 | 0.9 | -26
6 | -1 | -30 | 5 | -0.2 | 13
7 | -43 | -10 | -8 | -1.4 | -6
8 | 2 | -13 | 8 | -1.8 | -19
9 | -6 | -5 | 8 | 0.0 | -42
10 | -17 | -1 | 3 | 1.4 | 16
11 | -1 | 4 | 6 | -2.9 | -18
12 | -3 | -12 | -2 | x | -20

Continuation:
No. | molecule | PKA-R1A act | Mot1-301 SUMO | phage Ecoli inh | OPRM1-OPRD1 inv | OPRM1-OPRD1 ag | AddAB inh
13 | CCOC(=O)C1CCN(/C=C2\C(=O)NC(=S)N(CC)C2=O)CC1 | -4 | -6 | 2.6 | -3 | 0.5 | 0.8
14 | COc1ccc(CN2C(=O)CC(=O)NC2=S)cc1 | 1 | 856 | 3.2 | -5 | 0.7 | 1.6
15 | COc1ccccc1Oc1c(C)oc2cc(OC(=O)N(C)C)ccc2c1=O | 3 | -8 | 1.8 | 15 | -3.3 | -1.0
16 | c1cncc(C2CCCCN2Cc2ccc3c(c2)OCO3)c1 (stereo unspecified) | -7 | 57 | 3.0 | 18 | -3.2 | 0.1
17 | Cc1cc(OCC(=O)N2C[C@H]3C[C@@H](C2)c2cccc(=O)n2C3)c2c(C)c(C)c(=O)oc2c1 | -6 | -16 | -0.9 | 18 | -3.6 | 2.9
18 | CCC(=NC(C)c1ccccc1)c1c(O)[nH]c(=O)[nH]c1=O (stereo unspecified) | -7 | -32 | 4.4 | 2 | -0.4 | 2.2
19 | Cc1ccc(S(=O)(=O)N(c2cc(Cl)c(O)c(Cl)c2)P(=O)(OC(C)C)OC(C)C)cc1 | 12 | -7 | 4.3 | 7 | -1.4 | 5.4
20 | COc1cc(C(=O)Nc2ccc(Br)cc2C(=O)c2ccccc2)cc(OC)c1OC | -6 | 14 | 3.2 | 9 | -1.8 | 0.5
21 | CCC(=Nc1ccc(OC)cc1OC)c1c(O)n(C2CCCCC2)c(=O)[nH]c1=O | -7 | 1 | 4.2 | -15 | 3.4 | 2.1
22 | COc1ccc2c(c1)[C@]13CCCCC1C(C2)N(C)CC3 (stereo partly specified) | 0 | -6 | 1.7 | 10 | -1.9 | 2.0
23 | CCOC(=O)[C@]12Cc3cc(Cl)ccc3[C@H]1N(Cc1ccccc1)C(=O)c1ccccc12 | -9 | x | 4.0 | -18 | 3.2 | x
24 | Cc1ccc(OC(F)F)c(N2C(=O)C3C4CCC(O4)C3C2=O)c1 (stereo unspecified) | -7 | -9 | 1.0 | 12 | -2.4 | -0.6

No. | Tat transport | HTR5A inv ag | PKA-R2B act | E coli growth | PfHsp90 set2
13 | -5 | 6 | 15 | 0.0 | -6
14 | -4 | -7 | -15 | -0.6 | -15
15 | 3 | -14 | -4 | -2.6 | -9
16 | 10 | -12 | -3 | 0.3 | 3
17 | -4 | 22 | 7 | -0.8 | 16
18 | 11 | -25 | 3 | 2.6 | -5
19 | -4 | 0 | 9 | 2.5 | -3
20 | -5 | -4 | -2 | 1.9 | 10
21 | 18 | 5 | -12 | 0.3 | -94
22 | -3 | -13 | 10 | 0.2 | -7
23 | 0 | 23 | 2 | x | -19
24 | -4 | 15 | -2 | 3.2 | 24

(cont.)
No. | molecule | PKA-R1A act | Mot1-301 SUMO | phage Ecoli inh | OPRM1-OPRD1 inv | OPRM1-OPRD1 ag | AddAB inh
25 | C=CCNC(=O)c1c(N)n(CCN2CCOCC2)c2nc3ccccc3nc12 | -4 | 5 | -1.2 | 6 | -1.1 | -0.9
26 | O=c1[nH]c(=S)[nH]c(O)c1N=Nc1ccc(S(=O)(=O)N2CCc3ccccc32)cc1 | -11 | 6 | 2.3 | 13 | -1.9 | -1.9
27 | O=c1c2ccccc2nc(-c2ccccc2)n1-c1ccncc1 | 3 | 4 | 3.4 | 10 | -1.9 | -1.2
28 | O=C(NCCN1CCOCC1)c1ccc(Cl)nc1 | -10 | 187 | 0.9 | 4 | -0.8 | 2.0
29 | CC(C)CCP(=O)(O)c1ccccc1 | 7 | -19 | 3.3 | 7 | -1.3 | -1.6
30 | CCOC(=O)C1=C(N)Oc2c(c(=O)oc3ccccc23)C12C(=O)N(C)c1ccccc12 (stereo unspecified) | -3 | 4 | 0.5 | -8 | 1.4 | -0.5
31 | CC(C)Nc1ccc(Nc2ccccc2)cc1 | 4 | -3 | 2.1 | -13 | 2.7 | -0.2
32 | CN1C(=O)NC(=O)C(C)(C2=CCCCC2)C1=O (stereo unspecified) | -10 | 10 | 2.5 | 0 | 0.0 | -2.1
33 | O=C(Nc1ccc(Cl)cc1)N1CC1 | 6 | x | 5.8 | 4 | -0.8 | x
34 | CC12CN3CN(C1)CC(C)(C3)C2=NO | 7 | -6 | 2.5 | 11 | -2.0 | 0.5
35 | COc1cc(C2SCC(=O)Nc3c2c(=O)[nH]n3C2CCCCCC2)cc(OC)c1OC (stereo unspecified) | 4 | i | 0.9 | 25 | -5.0 | 0.2
36 | COc1cccc(-n2c(O)c(C=Nc3c(C)n(C)n(-c4ccccc4)c3=O)c(=O)[nH]c2=O)c1 | 0 | 19 | 3.4 | 4 | -0.7 | -0.2

No. | Tat transport | HTR5A inv ag | PKA-R2B act | E coli growth | PfHsp90 set2
25 | -6 | -5 | 0 | -2.0 | 6
26 | -1 | -4 | 3 | -3.5 | 1
27 | -2 | 1 | -2 | -0.6 | x
28 | 0 | 18 | 0 | 1.2 | -2
29 | -10 | -3 | 5 | -1.2 | -16
30 | -5 | -9 | -10 | -3.6 | 5
31 | 8 | 17 | -5 | 1.4 | -4
32 | -1 | 0 | 9 | -1.1 | x
33 | 12 | -10 | -7 | x | x
34 | 2 | 2 | -10 | 1.0 | -76
35 | -1 | -4 | -5 | -2.4 | x
36 | -6 | 3 | 6 | -0.9 | 10

Carrying on.
No. | molecule | PKA-R1A act | Mot1-301 SUMO | phage Ecoli inh | OPRM1-OPRD1 inv | OPRM1-OPRD1 ag | AddAB inh
37 | COc1ccc(CC2(CCc3ccccn3)C(=O)NC(=O)N(c3ccccc3C)C2=O)cc1OC (stereo unspecified) | -9 | 11 | 2.5 | 17 | -3.3 | 1.0
38 | CC(C(=O)O)N(C(=O)c1ccccc1)c1ccc(F)c(Cl)c1 (stereo unspecified) | -11 | 80 | 3.2 | 17 | -3.4 | 3.9
39 | COC(=O)Cn1cc(/C=C2\C(=O)NC(=O)N(c3ccccc3)C2=O)c2ccccc21 | -1 | 0 | 0.4 | 3 | -0.6 | -3.3
40 | COc1ccc(NC(=O)c2cc([N+](=O)[O-])ccc2N2CCNCC2)cc1 | -7 | -9 | 2.0 | 5 | -0.8 | -0.9
41 | CC1(C)N=C(c2ccccc2)[C@@H]2C(c3ccc([N+](=O)[O-])cc3)N21 (stereo partly specified) | -4 | -1 | 2.8 | 6 | -1.1 | 1.3
42 | CCC(=NC1CC1)c1c(O)n(-c2ccc(OC)cc2)c(=O)[nH]c1=O | -8 | -8 | 0.2 | 6 | -1.1 | 3.9
43 | CN1CCN(c2nc3ccccc3o2)CC1 | -7 | 21 | 4.5 | 19 | -3.7 | -2.2

No. | Tat transport | HTR5A inv ag | PKA-R2B act | E coli growth | PfHsp90 set2
37 | 2 | 4 | 1 | -0.6 | -32
38 | u | 1 | 4 | -2.4 | -3
39 | 1 | -8 | -4 | -1.6 | -23
40 | -1 | -2 | -17 | -1.3 | 14
41 | -16 | -1 | -6 | -1.5 | -28
42 | 2 | -17 | -16 | 1.0 | 4
43 | -7 | -7 | -10 | -0.8 | 8

3 of the compounds above, with bars between the fields:
No. | Molecule | PKA-R1A act | Mot1-301 SUMO | phage Ecoli inh | OPRM1-OPRD1 inv | OPRM1-OPRD1 ag | AddAB inh | Tat transport | HTR5A inv ag | PKA-R2B act | E coli growth | PfHsp90 set2
20 | COc1cc(C(=O)Nc2ccc(Br)cc2C(=O)c2ccccc2)cc(OC)c1OC | -6 | 14 | 3.2 | 9 | -1.8 | 0.5 | -5 | -4 | -2 | 1.9 | 10
21 | CCC(=Nc1ccc(OC)cc1OC)c1c(O)n(C2CCCCC2)c(=O)[nH]c1=O | -7 | 1 | 4.2 | -15 | 3.4 | 2.1 | 18 | 5 | -12 | 0.3 | -94
22 | COc1ccc2c(c1)[C@]13CCCCC1C(C2)N(C)CC3 (stereo partly specified) | 0 | -6 | 1.7 | 10 | -1.9 | 2.0 | -3 | -13 | 10 | 0.2 | -7
